# Screens from PubChem.
# Exocytosis inh = lytic granule exocytosis inhibition; TALL-104 LAMP-1 surface exposure, flow cytometry; cells stimulated with thapsigargin and PMA; inhibition, % at 10 µM; actives 0.66% (n = 360,000);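 active = inhibition above about 55%, limit read from the data; inconclusive = no clear call, values can overlap the other calls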
# Glyco luc inh = blocks N-linked glycosylation in D54 reporter cells. D54 ERlucT glycosylation luciferase reporter, 24 h; percent of 100 nM tunicamycin response. reporter increase, % at 12.5 µM. actives 0.23% (n = 360,000). AID 588692;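 active = mean luciferase reporter signal, scaled so untreated is 0 and the glycosylation-blocking control 100, at or above a set limit in every replicate; inconclusive = mean reaches the limit but not every replicate does; inactive = mean below the limit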;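 also: luciferase carries N-glycosylation sites so blocking glycosylation raises the light; 0% = median of neutral control wells and 100% = median of 100 nM tunicamycin wells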
# iPSC survival up = enhancers of human iPSC single-cell survival. hiPSC single-cell survival, ATPlite luminescence; 100% = ROCK inhibitor wells, 0% = DMSO. survival enhancement, % at 20 µM. actives 0.044% (n = 360,000); in the data active = survival enhancement above about 18%;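 also: cells exposed to compounds for 16 hours before the ATP read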
# Cardio protect = protects H9c2 cardiomyocytes from peroxide injury | actives 0.63% (n = 360,000) | H2O2 injury protection, ATPLite, 2 h | protection from H2O2 cell death, % at 20 µM | AID 588492;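 active = compounds giving at least 50% protection of heart cells from peroxide-induced death in the single-dose screen, raw or plate-pattern-corrected value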;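 also: 0% = DMSO wells with peroxide and 100% = DMSO wells without peroxide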
# HTR2A ag = agonists of mouse serotonin 5-HT2A receptor (HTR2A). actives 0.66% (n = 360,000). CHO-K1 mHTR2A beta-arrestin complementation, luminescence; percent of 30 µM serotonin response. activation, % at 7.6 µM;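 active = activation above a run cutoff, the mean activation of all tested compounds plus 3 SD, cut at about 14% in these data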;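 also: 0% = plate median of compound wells and 100% = 30 µM serotonin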
# Target sequence (P35363 whole entry, looked up): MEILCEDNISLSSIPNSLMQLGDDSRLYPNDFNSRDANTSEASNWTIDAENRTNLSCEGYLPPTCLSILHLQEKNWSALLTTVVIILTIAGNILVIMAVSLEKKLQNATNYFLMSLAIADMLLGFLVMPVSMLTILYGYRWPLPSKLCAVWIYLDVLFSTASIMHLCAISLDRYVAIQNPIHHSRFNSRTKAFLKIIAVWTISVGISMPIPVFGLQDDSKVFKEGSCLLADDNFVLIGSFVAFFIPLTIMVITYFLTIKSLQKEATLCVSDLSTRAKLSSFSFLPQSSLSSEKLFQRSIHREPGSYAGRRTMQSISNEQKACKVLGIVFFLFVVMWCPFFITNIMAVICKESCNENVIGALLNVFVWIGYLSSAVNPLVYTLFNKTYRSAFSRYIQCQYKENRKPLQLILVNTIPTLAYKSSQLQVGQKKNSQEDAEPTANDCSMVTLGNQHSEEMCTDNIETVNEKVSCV
# PDI inh = blocks human protein disulfide isomerase activity | P07237 | PDI insulin aggregation turbidity, A650, 90 min | inhibition, % at 10 µM | actives 0.052% (n = 350,000) | AID 588391;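 active = mean inhibition across replicates of 30% or more, whatever share of single replicates reach that level; inconclusive = mean inhibition below 30% while every single replicate reaches 30%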;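 also: absorbance from insulin aggregation driven by PDI reduction with DTT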
# Target sequence (P07237 whole entry, looked up): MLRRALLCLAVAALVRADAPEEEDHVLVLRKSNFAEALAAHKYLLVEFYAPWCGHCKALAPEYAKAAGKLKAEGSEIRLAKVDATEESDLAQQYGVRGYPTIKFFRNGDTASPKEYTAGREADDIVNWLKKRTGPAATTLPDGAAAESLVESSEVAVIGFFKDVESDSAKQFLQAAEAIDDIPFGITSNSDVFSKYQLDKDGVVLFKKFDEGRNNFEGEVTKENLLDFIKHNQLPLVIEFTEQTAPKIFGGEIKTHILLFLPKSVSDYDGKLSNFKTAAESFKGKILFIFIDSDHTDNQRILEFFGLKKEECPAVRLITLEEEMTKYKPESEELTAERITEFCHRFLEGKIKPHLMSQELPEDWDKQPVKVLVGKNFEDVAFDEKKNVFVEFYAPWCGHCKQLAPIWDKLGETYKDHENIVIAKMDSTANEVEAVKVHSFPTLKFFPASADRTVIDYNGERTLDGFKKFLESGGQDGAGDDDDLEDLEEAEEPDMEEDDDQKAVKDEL
# ABCB6 inh MLPCN = human ABCB6 transporter inhibition; Q9NP58; K562-ABCB6 porphyrin accumulation, flow cytometry, 1 h; stronger effect = lower value; fluorescence ratio to DMSO, % at 10 µM; actives 0.19% (n = 360,000);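 active = fluorescence ratio to DMSO below 75%, the collection mean minus 3 SD; inconclusive = too few cells collected in the well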;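 also: signal is porphyrin accumulated inside mitochondria; 100% equals median channel fluorescence of DMSO control wells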
# CaV13 FRET inh = Primary screen for inhibitors of IQ motif and Ca2+-dependent inactivation inhibitor domain binding in CACNA1D, Förster resonance energy transfer in living cells, … | actives 0.098% (n = 340,000) | AID 743397 | inhibition, % at 12.3 µM | HEK cells, CFP/YFP FRET ICDI-IQ, plate reader, 10 min; percent FRET-ratio fall versus neutral wells;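 active = mean replicate inhibition of at least 30% and at least 1% of replicates passing that level; inconclusive = only one of the two criteria is met; inactive = neither criterion is met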;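 also: 0% = median of the neutral control wells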
# aDG glyco act = increases alpha dystroglycan glycosylation | actives 0.22% (n = 360,000) | AID 624168 | activation, % at 10 µM | Pro5-aDG cells, alpha-DG glycosylation AlphaScreen (IIH6); 0% Pro5, 100% B10-LARGE cell signal;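 active = activation of at least 8% versus controls, or a plate z-score of at least 8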;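 also: Pro5 are CHO cells carrying HIG-tagged alpha-DG that lacks glycosylation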
# Vif inh = HIV Vif inhibition; inhibition, % at 7.49 µM; AID 602346; actives 0.35% (n = 340,000); HEK293T cells, Vif self-association by quenched fluorescence, imaging, 24 h; in the data active = inhibition above about 50%, passing the limit was not always enough; inconclusive = no clear call, values can overlap the other calls; inactive = below about 31%; also: some results filed as inactive read as strong as hits
# Active calls of the source: *; ? = inconclusive; · = not tested or not shown.
# Values run as follows: Exocytosis inh	Glyco luc inh	iPSC survival up	Cardio protect	HTR2A ag	PDI inh	ABCB6 inh MLPCN	CaV13 FRET inh	aDG glyco act	Vif inh
- CC(C)(C)OC(=O)C[C@@H]1C/C=C\C[C@H](CC(=O)N[C@H](CO)Cc2ccccc2)C(=O)N2CCC[C@H]2COC1=O
  -4.1	1.0	-2.2	13.1	2.5	-0.5	106.0	-10.8	0.1	7.1
- OC(c1cccc(Cl)c1)c1ncc(-c2ccc(Oc3ccccc3)cc2)[nH]1 (stereo unspecified)
  36.2	-1.3	-3.3	-25.2	0.0	-1.2	102.0	-4.7	0.0	6.9
- Cc1cc(C)c2c(CN3CC(C)OC(C)C3)cc(=O)oc2c1C (stereo unspecified)
  5.8	0.1	0.6	0.6	2.6	-0.9	101.0	-4.2	-0.1	5.7
- CCOC(=O)CCc1c(C)nc2cc(-c3ccccc3OC)[nH]n2c1=O
  1.1	0.0	1.2	4.3	-0.7	4.9	97.0	-5.3	-0.1	14.5
- Cc1ccc(S(=O)(=O)NN=C2CCC(C(C)(C)C)CC2)cc1[N+](=O)[O-] (stereo unspecified)
  24.0	1.3	-0.2	0.6	2.8	13.4	96.0	·	-0.2	-6.0
- Nc1cc(N)nc(SCc2cccc(F)c2)n1
  -3.4	3.2	-0.7	1.9	1.3	-8.0	98.0	-1.9	-0.1	-4.3
- CN(C)c1ccc(/C=c2\sc3n(c2=O)CCCN=3)cc1
  -0.8	-20.0	-6.5	-30.9	0.8	-0.8	105.0	-3.6	0.0	0.5
- C=CC(=O)OCCOCCOCCOCCOC(=O)C=C
  2.5	11.2	-1.8	2.8	1.5	·	99.0	·	0.1	4.3
- CCNC(=O)CC1SC(=Nc2ccc(C)cc2)NC1=O (stereo unspecified)
  0.5	-0.5	-0.9	6.9	-2.7	18.7	96.0	-4.7	0.2	-1.1
- COc1cc(NC(=O)CSc2nnc3ccc(-c4ccncc4)nn23)cc(OC)c1
  -0.6	1.0	1.3	19.7	3.0	-0.1	97.0	-1.8	0.0	-1.0
- CC(C)C(NS(=O)(=O)c1cccc2nsnc12)C(=O)Nc1nccs1 (stereo unspecified)
  -2.0	4.8	-0.2	3.7	-2.9	-8.8	98.0	-3.1	0.4	-4.2
- Cc1ccc(/C=C2\CCn3c2nc2cc(C(=O)O)ccc2c3=O)c(C)c1
  -17.6	1.1	-0.6	6.9	-3.3	-0.6	88.0	-7.6	-0.1	7.4
- Cc1cc(=O)oc2cc(OCC(=O)N(C)C3CCS(=O)(=O)C3)c(Cl)cc12 (stereo unspecified)
  0.5	1.3	-0.2	1.1	3.1	-2.5	96.0	-4.6	0.0	1.9
- Nc1sccc1C(=O)N1CCN(c2ccccc2)CC1
  15.7	·	·	·	3.5	·	·	-9.1	0.7	·
- c1ccc2c(c1)SCc1nnc(-c3ccncc3)n1-2
  32.2	1.7	-0.4	9.2	5.8	6.1	100.0	-2.8	-0.1	12.2
- CSCCC(NC(N)=O)C(=O)Nc1cccc(C#N)c1 (stereo unspecified)
  -0.1	-1.1	1.1	4.8	-0.7	-0.8	95.0	-4.1	-0.2	-1.6
- NS(=O)(=O)c1ccc(NC(=O)CN2CCc3ccccc3C2)cc1
  -6.3	-0.5	-0.4	-9.5	3.4	2.3	73.0*	-3.2	-0.2	1.7
- O=C(COc1ccc(Br)cc1)Nc1ccc2oc(=O)ccc2c1
  -2.2	1.3	-0.3	-2.9	-2.5	-8.1	95.0	·	0.0	19.1
- O=C(O)C1=C[C@H](c2cccs2)C[C@H](OCCCCO)O1
  46.1	1.0	2.5	-0.4	6.0	2.8	98.0	-10.2	-0.2	-6.1
- Cc1cc(C)nc(N/N=C/C=C/c2ccccc2)n1
  -4.6	-11.5	-1.2	0.6	-4.0	1.7	98.0	-17.9	0.2	-5.7
- COc1ccccc1COCC(O)CNCC1(N2CCCCC2)CCCCC1 (stereo unspecified)
  -0.6	0.5	-0.2	3.2	0.0	-3.4	75.0	-4.9	0.1	-15.9
- Cn1cc(CN2CCC(Oc3ccc(C(=O)N4CCCCC4)cc3)CC2)cn1
  -0.1	0.1	-0.4	6.2	-7.5	0.4	94.0	-8.5	-0.5	-2.9
- CC1CCN(C(=O)c2[nH]cnc2C(=O)Nc2cccc(Cl)c2)CC1
  12.6	3.9	0.4	8.5	-2.9	-2.9	102.0	-5.9	0.2	-5.0
- COC(=O)C1=CN(Cc2ccc(OC)cc2)C=C(C(=O)OC)C1c1cc(OC)c(OC)c(OC)c1
  8.0	-0.8	-0.1	4.7	-0.4	7.8	99.0	·	0.5	26.4
- Cc1ccnc(NC(=O)CCC(=O)N(CC(=O)NCc2ccc(F)cc2)CC2CCCO2)c1 (stereo unspecified)
  -9.9	4.3	-0.5	7.9	3.5	-6.9	103.0	-6.0	0.0	-1.5
- COc1ccc(NC(=S)N(CCc2c(C)[nH]c3ccc(C)cc23)Cc2cccs2)cc1
  -1.0	-6.5	-0.5	-5.8	12.9	-4.4	92.0	-6.0	0.0	10.7
- CCCCc1ccc(NC(=O)Nc2c(C)n(C)n(-c3ccccc3)c2=O)cc1
  7.0	-1.5	0.6	-5.0	-1.5	0.3	102.0	·	-0.2	-1.0
- COc1ccc(C2C(C(C)=O)=C(O)C(=O)N2c2ccc(Br)cn2)cc1 (stereo unspecified)
  0.3	2.3	7.0	-5.7	-0.3	-7.8	99.0	·	-0.6	8.1
- Cc1cccc2nc(-c3ccccc3)nc(N3CCC(O)(c4ccc(Cl)cc4)CC3)c12
  1.5	-2.1	1.1	-4.5	2.3	-10.2	93.0	-6.8	0.5	-11.8
- COc1ccc(Cc2nnc(NC(=O)c3c(-c4ccccc4)noc3C)s2)cc1OC
  13.0	0.5	3.2	3.4	-1.1	-4.9	104.0	10.1	0.1	5.5
- COc1ccc(C(=O)OCC(N)=O)cc1[N+](=O)[O-]
  -0.2	2.7	0.2	4.6	-0.7	-8.1	99.0	-4.7	-0.2	-23.5
- COc1cc2c(cc1OC)C(c1cccs1)NCC2 (stereo unspecified)
  -0.8	1.6	-1.7	8.2	-3.3	-3.0	100.0	-3.5	0.1	-1.9
- CCS(=O)(=O)c1ccc(C(=O)Nc2cccc(Cl)c2)c(Cl)c1Cl
  -1.5	0.7	-2.3	-14.3	4.6	-8.5	104.0	0.0	0.4	-4.9
- Cc1nn(CC(=O)Nc2ccc3c(c2)nc2n3CCN(C3CCCCC3)C2)c(=O)c2ccccc12
  -0.5	-1.4	-0.3	-4.0	2.3	-2.1	95.0	-3.1	0.0	-2.2
- CCn1c(SCc2cc(=O)n3ccsc3n2)nc2ccccc21
  -2.9	-0.5	-0.5	26.3	-1.8	-4.1	104.0	-2.0	-0.3	-0.8
- CS(=O)(=O)Nc1nc2n(n1)C(c1ccccc1)C=C(c1ccc(Br)cc1)N2 (stereo unspecified)
  1.1	-3.9	5.1	7.8	0.7	-3.8	99.0	·	-0.2	5.8
- CC(C)Cn1c(SCC(=O)Nc2cc(Cl)c(Cl)cc2Cl)nc(O)cc1=O
  -1.1	2.0	0.0	0.8	-0.7	4.0	93.0	-5.2	-0.1	·
- Cc1cc(C)c(C)c(S(=O)(=O)Nc2ccc(O)cc2)c1C
  -8.2	-2.4	4.2	-14.8	-1.6	-16.3	110.0	-0.3	1.1	-19.7
- O=C(c1ccc(S(=O)(=O)N2CCC(c3nc4ccccc4[nH]3)CC2)cc1)N1CCOCC1
  4.3	0.4	-0.9	-1.5	-6.2	-1.4	101.0	-3.6	-0.1	?
- Cc1nc(NC(C)C(=O)O)c2nc(C)oc2n1 (stereo unspecified)
  0.1	1.1	4.2	1.5	-0.7	-1.2	85.0	-4.8	0.0	-9.0
- Cc1c(C(c2ccc(O)cc2)c2c(C)n(C)n(-c3ccccc3)c2=O)c(=O)n(-c2ccccc2)n1C
  -3.7	1.6	-0.8	2.3	-3.5	2.1	90.0	0.0	-0.4	-1.5
- O=c1ccc2cc3c(-c4ccccc4)coc3cc2o1
  8.7	0.5	-0.7	0.1	-0.1	-3.6	98.0	-15.8	0.1	5.1
- COc1ccc(C(O)(CCN2CCCCC2)C2CCCCC2)cc1 (stereo unspecified)
  75.2*	-0.6	-0.4	-1.3	-8.5	13.6	100.0	-19.3	0.1	1.0
- CCOC(=O)C1=C(O)C(=O)N(c2ccc(S(N)(=O)=O)cc2)C1c1ccc(Br)cc1 (stereo unspecified)
  -1.3	0.9	-0.7	1.9	3.5	4.1	93.0	-14.6	0.1	-4.1
- Cc1ccc(NC(=O)CSc2n[nH]c(-c3cccnc3)n2)cc1Cl
  16.5	2.9	0.3	-4.0	-9.2	-8.7	100.0	-2.1	0.1	0.9
- O=C1c2ccccc2C(=O)N1OCc1cccc(Cl)c1
  -6.4	0.9	-4.8	6.4	1.7	-13.4	106.0	·	0.3	5.9
- COc1ccc(OC)c(NC(=O)CCN2CCC(C)CC2)c1
  -0.7	-1.0	0.4	2.0	-4.1	11.3	94.0	-8.8	0.0	2.7
- N=C1/C(=C\c2ccc(OC(=O)c3ccccc3Cl)cc2)C(=O)N=C2SC(N3CCOCC3)=NN12
  0.9	1.7	-0.1	-3.2	-7.8	-7.7	105.0	-14.9	-0.3	-3.6
- O=C(CSc1nnc(-c2ccco2)n1-c1ccccc1)NCCc1ccccc1
  -0.9	-1.5	-0.3	15.9	-1.2	-10.6	96.0	-5.0	0.2	-6.0
- CCCCCC(O)CCCC(=O)O (stereo unspecified)
  -1.8	0.7	1.7	-5.1	1.0	-0.2	103.0	-5.0	1.8	-4.6
- CC(=O)O[C@H]1CC[C@@]2(C)[C@@H](CC[C@@H]3[C@@H]2CC[C@]2(C)[C@@H](C(C)(C)O)C[C@@H]32)C1
  -3.2	1.6	-0.6	8.5	4.8	-2.9	96.0	-10.8	0.1	-3.9
- O=C(COC(=O)c1cccnc1Cl)NC1CCCCCC1
  4.1	2.0	-1.3	5.3	4.3	-1.4	98.0	-5.0	0.3	31.6
- O=C(NCCCn1ccnc1)C(=O)NCC1OCCCN1S(=O)(=O)c1ccc(F)cc1 (stereo unspecified)
  0.1	-0.2	1.2	5.5	1.7	-0.2	100.0	-4.5	-0.5	-2.2
- CCN(C(=O)c1ccc(NC(=O)Cc2ccccc2)cc1)c1ccccc1
  -4.9	-2.7	-0.2	-7.5	-10.4	-3.3	96.0	·	0.4	6.4
- CC(=O)N(CCc1cccc(C)c1)Cc1cc2cc(C)ccc2[nH]c1=O
  6.8	1.6	-0.3	-3.7	3.7	-6.9	98.0	-2.5	0.1	-1.2
- Cc1ccc(N2C(=O)C(CN3CCCCC3)C2c2ccccc2)cc1 (stereo unspecified)
  -0.9	-4.1	-0.9	4.6	-1.9	0.4	96.0	-4.4	0.0	8.0
- O=C(Cn1c(NCCO)nc2ccccc21)c1ccccc1
  -13.5	2.3	4.0	7.3	3.9	4.8	89.0	3.3	-0.3	-10.6
- Nc1c(-c2cccs2)nc2ccccn12
  -4.2	1.1	0.2	8.2	1.1	·	101.0	-4.7	0.1	1.6
- O=C(Cc1ccc(Cl)cc1)NC(=S)Nc1ccccc1N1CCOCC1
  -2.7	-2.9	-1.7	-6.3	-0.5	-13.2	96.0	-7.6	0.1	-3.6
